Screening data as filed in PubChem.
INS promoter inh – TRM-6 insulin promoter activity inhibition | inhibition, % at 2 µM | TRM-6 cells (human fetal islet line), insulin promoter-eGFP reporter, imaging; reporter expression induced with tamoxifen | 0.9% of 130,000 active;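 active = inhibition above the mean plus 3 SD, with well images judged a real hit on visual review, cut at about 60% in these data, passing the limit was not always enough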
SDO1 yeast rescue – compounds rescuing growth of sdo1-depleted yeast, bone marrow failure model | 0.21% of 140,000 active | S. cerevisiae sdo1-depleted JHY4D growth rescue, OD600 30 h; hits give high values; pdr5 snq2 efflux-pump mutant strain | z-score at 10 µM | AID 817;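 active = z-score above 3 at both the 24 hr and the 30 hr optical density reads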;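 also: z-score against mean and SD of all compound wells on the same plate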
SDO1 yeast rescue Rescue 24 h – also measured in SDO1 yeast rescue; calls as there; z-score; S. cerevisiae sdo1-depleted JHY4D growth rescue, OD600; measured here: growth rescue at 24 h;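 0 is the plate mean of compound wells and units are plate SD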
The depositor's hits bear a star; . = no result given. Only part of the results is shown, so the mix of outcomes need not match the whole.

Results follow in this order: INS promoter inh	SDO1 yeast rescue	SDO1 yeast rescue Rescue 24 h
> COc1ccc(C(=O)CSc2cc(C)nc3nc(C)nn23)cc1OC
→ 15	-0.11	-1.2
> CCCCC[n+]1ccn(-c2nc3ccccc3nc2[N-]S(=O)(=O)c2ccc(C)cc2)c1
→ -58	2	1.8
> CC(Oc1cccc(Cl)c1)C(=O)Nc1ccc([N+](=O)[O-])cn1 (stereo not given)
→ 3	1	1.9
> COC(=O)c1ccc(CSc2ncnc3c2sc2nc(N4CCOCC4)c4c(c23)CCCC4)o1
→ -23	.	.
> CCOC(=O)N1CCN(C(=O)Nc2ccc3nc(C)c(C)nc3c2)CC1
→ 43	1.3	1.6
> Cc1nc2ccccc2n1S(=O)(=O)c1ccc(S(=O)(=O)N2CCCCCC2)cc1
→ .	-0.02	-0.39
> CCSc1cc(N2CC(C)OC(C)C2)nc(-c2ccccc2Cl)n1 (stereo not given)
→ 31	-0.82	-0.92
> CC(=O)n1c2ccccc2c2ccccc21
→ -9	-0.09	-0.37
> CCC(C)NC(=O)CSc1nc2ccsc2c(=O)n1NC(=O)c1ccccc1 (stereo not given)
→ 38	0.21	0.38
> N#C/C(=C\c1ccc([N+](=O)[O-])cc1)c1nc(C2CC2)cs1
→ 28	-0.5	0.06
> Cn1cc(SCC(=O)NCc2ccc(F)cc2)c2ccccc21
→ 57	.	.
> CCc1ccc2nc3c(c(C(=O)O)c2c1)CCC3
→ 55	0.41	0.7
> Oc1ccccc1Nc1ncnc2c1oc1ccccc12
→ 18	0.3	0.71
> CC(=O)Nc1ccc(NS(=O)(=O)c2ccc(Cl)s2)cc1
→ 18	.	.
> Cc1cccc(N(CC(N)=O)C2SC(=O)N(c3ccccc3)C2=O)c1 (stereo not given)
→ -29	0.18	-0.44
> COc1ccc2c(c1)c(CC(=O)OCC(=O)O)c(C)n2C(=O)c1ccc(Cl)cc1
→ -8	.	.
> Cc1cc(C)nc(SCc2cc(=O)c(OC(=O)c3ccc(Cl)c([N+](=O)[O-])c3)co2)n1
→ .	0.02	-0.62
> Oc1cc2c(cc1O)[C@@H](c1ccccc1)CNCC2
→ 0	0.64	0.04
> CNC(=O)CO/N=C/c1ccc(N(C)C)cc1
→ -15	.	.
> COc1ccc(C(=O)NNC(=O)CSc2nc3c(c(=O)n(C)c(=O)n3C)n2C)cc1
→ -57	.	.
> Cc1ccc(OC(=O)CCC(=O)OCCCC(F)(F)C(F)(F)F)cc1
→ -34	0.87	0.92
> O=C1NC2(CCCCC2)NN1c1ccccc1
→ 14	-0.53	-0.23
> CCOC(=O)C1=C(c2ccccc2)N=C2SCC(=O)N2C1c1ccc(OC)c(OC)c1 (stereo not given)
→ -4	0.7	0.94
> CC(C)NC(=O)NC(=O)COC(=O)c1ccc(S(=O)(=O)Nc2ccccc2)cc1
→ 33	.	.
> O=C(O)c1cn(-c2ccccc2)nc1C(=O)O
→ -22	1.6	1.3
> CC(C)NC(=O)c1ccccc1NC(=O)C1CCCO1 (stereo not given)
→ -7	-0.09	-0.28
> O=C(NCc1ccccc1)c1ccc(/C=N/O)nc1
→ 12	-0.28	-1
> Cc1ccc2c(c1)N(CCC(=O)NCC1CCCO1)C(=O)CO2 (stereo not given)
→ 9	-0.1	-0.15
> COc1ccc(CCNC(=O)CCS(=O)(=O)c2cccc3nsnc23)cc1OC
→ .	0.01	-0.5
> COc1ccc(N2CCN(c3nc4c(c(=O)[nH]c(=O)n4C)n3Cc3cccc(C)c3)CC2)cc1
→ 28	-0.44	-0.76
> Cc1cc(C)n(-c2ccc([N+](=O)[O-])cc2-c2nn[nH]n2)n1
→ -3	.	.
> CCCCOC(=O)N/N=C/C=C/c1ccccc1
→ 0	0.54	-0.09
> O=C(Nc1nc2ccccc2[nH]1)c1ccc(Br)o1
→ 8	.	.
> CC(C)Oc1ccc(S(=O)(=O)N(C(C)C)C(C)C)cn1
→ 56	0.18	-0.32
> O=S(=O)(Cc1ccccc1)N1CCc2ccccc21
→ -263	-0.78	-0.55
> COc1cccc(C2SCC(=O)N2c2ccc(Cl)cc2)c1OC (stereo not given)
→ -24	-0.72	-1.2
> O=C(c1ccc(S(=O)(=O)N2CCOCC2)cc1)N(Cc1ccco1)Cc1cccs1
→ 21	-0.69	-0.05
> CC(=O)N1CCc2cc(Br)cc(S(=O)(=O)NCCCN3CCCC(C)C3)c21 (stereo not given)
→ 39	0.43	0.24
> c1ccc(Cc2nn3c(-c4ccncc4)nnc3s2)cc1
→ 49	0.24	-0.16
> CCCS(=O)(=O)n1nc(-c2ccc(C)cc2)cc1N
→ .	0.21	0.16
> Cc1ccccc1OCC(=O)NC1=NCCS1
→ -5	0.47	-0.12
> Cc1c(NC(=O)c2cc3c(s2)-c2ccccc2OC3)cccc1[N+](=O)[O-]
→ 28	-1.6	-1.8
> Cc1onc(-c2c(F)cccc2Cl)c1C(=O)Nc1sc2c(c1C(N)=O)CCC2
→ 17	-1.4	-0.72
> COc1ccc(N2CCN(C(=O)CN3CCN(C(c4ccccc4)c4ccccc4)CC3)CC2)cc1
→ .	-1.6	-1.3
> CSCCC(NS(=O)(=O)c1ccc(Cl)cc1)C(=O)OCC(=O)c1c(C)[nH]c2ccccc12 (stereo not given)
→ -77	6.2*	4.4*
> O=C(Cc1cccs1)N1CCN(c2ccc([N+](=O)[O-])cc2)CC1
→ 57	.	.
> CSC1=NCCN1S(=O)(=O)c1ccc(NC(C)=O)cc1
→ 26	.	.
> Cc1ccc(S(=O)(=O)N(C)C)cc1NC(=S)N1CCCCC1CO (stereo not given)
→ 29	.	.
> CCCOc1ccc(C2C(C(=O)c3ccc(C)o3)=C(O)C(=O)N2CCN2CCOCC2)cc1OC (stereo not given)
→ 13	0.43	-0.02
> COc1ccc(C/C(N)=N/OC(=O)c2ccc(Cl)cc2)cc1
→ 31	.	.
> CCN(CCCNC(=O)c1ccc(N2CCCC2=O)cc1)c1cccc(C)c1
→ .	-0.15	-0.32
> CN(C)/C=N/c1ncc(C(=O)c2ccc(Cl)cc2)s1
→ -7	2.6	2.9
> Cc1cc(N2CCOCC2)cc(C)[n+]1[O-]
→ .	0.19	-0.02
> COc1ccc(NC(=O)/C(C#N)=C/c2ccc(OCc3ccccc3F)cc2)cc1
→ 7	1	1.5
> Cc1sc2nc(CN3CCOCC3)nc(Cl)c2c1C
→ -33	1.4	1.2
> CC1(C)CC(=O)c2cc3c(nc2C1)CC(C)(C)CC3=O
→ .	0.62	0.43
> COc1cccc(CNCCc2c[nH]c3ccccc23)c1OCc1ccc(F)cc1
→ -52	-2.7	-2.1
> COCc1cc(C)nc(SCC[N+](C)(C)CC(=O)Nc2cccc(C)c2)c1C#N
→ -50	.	.
> O=C1/C(=C/c2ccccc2)CCCc2ccccc21
→ 31	-1.9	-1.9
> COc1ccc(C(=O)N2CCN(c3ccc(C)c(C)c3)CC2)cc1OC
→ .	0.5	2

(more compounds)
Results follow in this order: INS promoter inh	SDO1 yeast rescue	SDO1 yeast rescue Rescue 24 h
> COc1cc(/C=N/Nc2nc3c(c(=O)n(C)c(=O)n3C)n2Cc2ccccc2)ccc1OC(=O)c1ccco1
→ .	0.46	0.03
> CCCOC(=O)c1cc(-c2ccc(/C=C3/C(=O)N(C)C(=O)C(C#N)=C3C)o2)ccc1Cl
→ -45	.	.
> Cc1cccc2sc(N(CCCN(C)C)C(=O)c3ccc(Cl)s3)nc12
→ 18	.	.
> Cc1cc(Nc2ccc(C(C)C)cc2)n2ncnc2n1
→ -14	-0.74	-0.23
> COc1ccc(CNC(=O)Nc2ccc(OC)cc2)cc1
→ 60	0.46	-0.32
> COCCNC(C(=O)Nc1ccc(C)cc1[N+](=O)[O-])c1ccccc1 (stereo not given)
→ 8	.	.
> CCCOc1ccccc1C1NC(=O)NC(C)=C1C(=O)OCc1ccccc1 (stereo not given)
→ 19	-0.93	-0.1
> Cc1ccc(NC(=O)NNC(=O)c2cccs2)cc1
→ 3	0.36	-0.22
> CCCn1c(=C(C#N)C#N)s/c(=C2\C=Cc3ccccc3N2CC)c1=O
→ 8	0.46	0.16
> CC(C)(C)c1cc(CCC(=O)NNC(=O)c2ccco2)cc(C(C)(C)C)c1O
→ 46	-0.92	-0.45
> COC(=O)Cc1n[nH]c(=O)c2ccccc12
→ 36	0.44	0.04
> COc1ccc(C(O)C(CC(=O)NCCCOC(C)C)C(=O)NCCCOC(C)C)cc1OC (stereo not given)
→ .	1.2	1.4
> Cc1cc([N+](=O)[O-])ccc1NCc1ccc2ccccc2c1
→ .	-1.1	-0.42
> COC(=O)c1ccc2c(=O)[nH]c(CSc3nnc(C(F)(F)F)n3C)nc2c1
→ -34	0.85	0.79
> O=C(NCCN1CCOCC1)c1ccc2c(c1)N(Cc1c(F)cccc1Cl)C(=O)c1ccccc1S2
→ -12	.	.
> O=c1c(Cc2c(F)cccc2Cl)c(O)ccn1CCc1ccccn1
→ 20	.	.
> Cc1cccc(NC(=O)NCCc2c[nH]c3ccccc23)c1
→ -3	-0.67	-1
> CCN1CCC2(CC1)C(C#N)=C(N)Oc1c2sc2nc(C)cc(C)c12
→ .	-0.29	-0.48
> COc1ccc(CCn2c(C(C)C)nc3c(c(=O)c4ccccc4n3C)c2=O)cc1
→ -66	-1.4	-1.1
> N/C(=N\c1nc2ccccc2o1)NC(=O)C(Cc1ccccc1)N1C(=O)c2ccccc2C1=O (stereo not given)
→ .	-1.6	-1.6
> O=[N+]([O-])c1ccc(C2CCCC/C2=N/OCc2ccccc2F)c([N+](=O)[O-])c1 (stereo not given)
→ 0	-0.02	-0.2
> Cc1nn(Cc2ccccc2)c(=O)c2nn(-c3ccc(Cl)cc3)c(C)c12
→ 8	-1.7	-1.6
> O=C(NCc1cccnc1)C1c2ccccc2C(=O)N1C1CCCCCC1 (stereo not given)
→ -50	2.1	2.6
> CN1c2ccccc2C2(C)CCCC3=Cc4cccc([N+](=O)[O-])c4OC312 (stereo not given)
→ .	-0.65	1.3
> CSC1=C(C#N)C(c2ccccc2Cl)C2=C(N1)c1ccccc1C2=O (stereo not given)
→ .	-0.55	0.25
> C=CCN=C(NC#N)SCCc1ccccc1
→ .	0.3	-0.13
> COC(=O)c1ccc(C(=O)OC)c(NC(=O)COC(=O)C2CCC(C(C)(C)C)CC2)c1 (stereo not given)
→ 23	0.11	0.07
> Cc1ccccc1NC(=O)CN1C(=O)C2C3CC(C(Br)C3Br)C2C1=O (stereo not given)
→ .	0.94	1.1
> Cc1nc(SCC(=O)Nc2ccccc2C(F)(F)F)c2c(=O)n(C)c(=O)n(C)c2n1
→ -18	.	.
> CCOc1ccccc1NC(=O)c1ccoc1C
→ 36	1	0.21

Another view of 4 compounds above:
SMILES	INS promoter inh	SDO1 yeast rescue	SDO1 yeast rescue Rescue 24 h
C=CCN=C(NC#N)SCCc1ccccc1	.	0.3	-0.13
COc1cc(/C=N/Nc2nc3c(c(=O)n(C)c(=O)n3C)n2Cc2ccccc2)ccc1OC(=O)c1ccco1	.	0.46	0.03
CCCOC(=O)c1cc(-c2ccc(/C=C3/C(=O)N(C)C(=O)C(C#N)=C3C)o2)ccc1Cl	-45	.	.
COc1ccc(C(O)C(CC(=O)NCCCOC(C)C)C(=O)NCCCOC(C)C)cc1OC (stereo not given)	.	1.2	1.4

Later entries:
Results follow in this order: INS promoter inh	SDO1 yeast rescue	SDO1 yeast rescue Rescue 24 h
> CSCCC(NC(=O)OC(C)(C)C)C(=O)NC(C(=O)NC(CC(C)C)C(N)=O)C(C)C (stereo not given)
→ -37	1.2	-0.23
> Cc1nn(-c2ccccc2)c(C)c1/C=C/C(=O)OCC(=O)Nc1ncc(C(F)(F)F)cc1Cl
→ .	0.99	2.4
> O=[N+]([O-])c1ccccc1/C=N/n1c(-c2cccnc2)n[nH]c1=S
→ 0	0.49	-0.39
> COc1ccc(/C(C)=N\Nc2nc(-c3ccccc3)cc(=O)[nH]2)cc1
→ 9	-0.29	0.69
> O=C(c1ccccc1)c1cc2ccccc2o1
→ -3	0.31	-0.19
> CCNC(=S)NNC(=O)c1cc(-c2cccc(C)c2)nc2ccccc12
→ 9	0.23	0.05
> CC(C)(C)S(=O)(=O)c1ccccc1C(=O)O
→ .	0.1	-0.68
> CCOc1ccc2nc(NC(=O)CSC3=NCCS3)sc2c1
→ .	-0.89	-0.86
> Cc1ccc(S(=O)(=O)N2CCOCC2)cc1C(=O)OCC(=O)Nc1ccc2c(c1)OCO2
→ 53	-0.59	0.06
> O=C(NCc1ccc(F)cc1)C1CCC(=O)N1CCc1ccccc1 (stereo not given)
→ .	-0.19	-0.38
> Cc1nc(NCC2CCCO2)c2oc3ccccc3c2n1 (stereo not given)
→ 70	0.51	0.29
> CSC1=N/C(=C\c2ccc(C)cc2)C(=O)S1
→ 11	-1	-1.2
> Cc1cccc(NC(=O)CN2C(=S)NC(C)(C)CC2C)c1C (stereo not given)
→ 12	0.34	-0.1
> O=c1nc2n(c3c1oc1ccccc13)Cc1ccccc1-2
→ 9	-0.35	-0.49
> COC(=O)C(CC(=O)Nc1cc(C)ccc1C)Nc1ccccc1OC (stereo not given)
→ 7	0.69	3
> COc1ccc(Cn2nnnc2C(c2ccccc2OC)N2CCC(C(N)=O)CC2)cc1 (stereo not given)
→ -38	-0.36	-1.1
> Cn1c(C2=C(O)CN(c3ccc4c(c3)OCCO4)C2=N)nc2ccccc21
→ -7	0.77	0.06

An excerpt from above in order of their number in INS promoter inh, smallest number first:
Results follow in this order: INS promoter inh	SDO1 yeast rescue	SDO1 yeast rescue Rescue 24 h
> COc1ccc(Cn2nnnc2C(c2ccccc2OC)N2CCC(C(N)=O)CC2)cc1 (stereo not given)
→ -38	-0.36	-1.1
> Cn1c(C2=C(O)CN(c3ccc4c(c3)OCCO4)C2=N)nc2ccccc21
→ -7	0.77	0.06
> O=[N+]([O-])c1ccccc1/C=N/n1c(-c2cccnc2)n[nH]c1=S
→ 0	0.49	-0.39
> O=c1nc2n(c3c1oc1ccccc13)Cc1ccccc1-2
→ 9	-0.35	-0.49
> Cc1nc(NCC2CCCO2)c2oc3ccccc3c2n1 (stereo not given)
→ 70	0.51	0.29
